# Source: PubChem
# COUP-TFII inh: NR2F2 transcriptional activity inhibitors, primary screen, cell-based, luciferase reporter, HEK293T, luminescence; COUP transcription factor 2 (Homo sapiens), P24468; HEK293T NGFI-A luciferase reporter; inhibition, % at 8.6 µM; 370,000 tested, 0.7% active;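 active = inhibition above a per-plate cutoff, mean inhibition of test wells between control levels plus 3 SD, cut at about 38% in these data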;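 note: cells cotransfected with COUP-TFII expression vector driving the NGFI-A reporter; 0% = median of COUP-TF2 test wells and 100% = reporter-only cells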
# NCOA3 inh: SRC3 coactivator transcriptional activity inhibitors, primary screen, cell-based, luminescence | Nuclear receptor coactivator 3 (Homo sapiens), Q9Y6Q9 | HEK293 GAL4-SRC3 luciferase reporter | inhibition, % at 3.6 µM | 360,000 tested, 0.17% active | AID 588352, 2011;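 active = inhibition above a per-campaign cutoff, the mean of all compounds plus 3 SD, cut at about 60% in these data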;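 note: 0% = DMSO-treated cells and 100% = gossypol-treated cells at 36 µM; higher means less SRC3-driven luciferase light from the GAL4 reporter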
# NR5A2 inv ag: LRH-1 (NR5A2) inverse agonists, primary screen, cell-based, luminescence, HEK293T, StAR-luciferase reporter; 360,000 tested, 0.13% active; inhibition, % at 3.6 µM; LRH-1 transfected, 24 h; Nuclear receptor subfamily 5 group A member 2 (Homo sapiens), O00482;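 active = inhibition above the mean inhibition of all tested compounds plus 3 SD, cut at about 73% in these data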;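 note: 0% = DMSO wells and 100% = reporter-only cells lacking LRH-1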
# SRC1 inh: SRC1 coactivator transcriptional activity inhibitors, primary screen, cell-based, luminescence; Nuclear receptor coactivator 1 (Homo sapiens), Q15788; HEK293 GAL4-SRC1 luciferase reporter; inhibition, % at 3.6 µM; 360,000 tested, 0.12% active; AID 588354, 2011;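 active = inhibition above the campaign mean plus 3 SD, with each screening campaign given its own cutoff, cut at about 60% in these data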;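 note: 0% = DMSO treated cells and 100% = gossypol at 36 µM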
# SRC2 inh: inhibition of GAL4-SRC2 driven luciferase reporter, primary screen, SRC2 inhibitor project, cell-based, luminescence | Nuclear receptor coactivator 2 (Homo sapiens), Q15596 | HEK293 GAL4-SRC2 luciferase reporter | inhibition, % at 9 µM | 370,000 tested, 0.17% active | AID 651957, 2012;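 active = inhibition above the mean inhibition of all tested compounds plus 3 SD, set per campaign, cut at about 52% in these data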;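 note: 0% = DMSO treated cells and 100% = cells given Gossypol at 36 µM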
# Target sequence (Q15596 whole entry, looked up, the tested form may be a part): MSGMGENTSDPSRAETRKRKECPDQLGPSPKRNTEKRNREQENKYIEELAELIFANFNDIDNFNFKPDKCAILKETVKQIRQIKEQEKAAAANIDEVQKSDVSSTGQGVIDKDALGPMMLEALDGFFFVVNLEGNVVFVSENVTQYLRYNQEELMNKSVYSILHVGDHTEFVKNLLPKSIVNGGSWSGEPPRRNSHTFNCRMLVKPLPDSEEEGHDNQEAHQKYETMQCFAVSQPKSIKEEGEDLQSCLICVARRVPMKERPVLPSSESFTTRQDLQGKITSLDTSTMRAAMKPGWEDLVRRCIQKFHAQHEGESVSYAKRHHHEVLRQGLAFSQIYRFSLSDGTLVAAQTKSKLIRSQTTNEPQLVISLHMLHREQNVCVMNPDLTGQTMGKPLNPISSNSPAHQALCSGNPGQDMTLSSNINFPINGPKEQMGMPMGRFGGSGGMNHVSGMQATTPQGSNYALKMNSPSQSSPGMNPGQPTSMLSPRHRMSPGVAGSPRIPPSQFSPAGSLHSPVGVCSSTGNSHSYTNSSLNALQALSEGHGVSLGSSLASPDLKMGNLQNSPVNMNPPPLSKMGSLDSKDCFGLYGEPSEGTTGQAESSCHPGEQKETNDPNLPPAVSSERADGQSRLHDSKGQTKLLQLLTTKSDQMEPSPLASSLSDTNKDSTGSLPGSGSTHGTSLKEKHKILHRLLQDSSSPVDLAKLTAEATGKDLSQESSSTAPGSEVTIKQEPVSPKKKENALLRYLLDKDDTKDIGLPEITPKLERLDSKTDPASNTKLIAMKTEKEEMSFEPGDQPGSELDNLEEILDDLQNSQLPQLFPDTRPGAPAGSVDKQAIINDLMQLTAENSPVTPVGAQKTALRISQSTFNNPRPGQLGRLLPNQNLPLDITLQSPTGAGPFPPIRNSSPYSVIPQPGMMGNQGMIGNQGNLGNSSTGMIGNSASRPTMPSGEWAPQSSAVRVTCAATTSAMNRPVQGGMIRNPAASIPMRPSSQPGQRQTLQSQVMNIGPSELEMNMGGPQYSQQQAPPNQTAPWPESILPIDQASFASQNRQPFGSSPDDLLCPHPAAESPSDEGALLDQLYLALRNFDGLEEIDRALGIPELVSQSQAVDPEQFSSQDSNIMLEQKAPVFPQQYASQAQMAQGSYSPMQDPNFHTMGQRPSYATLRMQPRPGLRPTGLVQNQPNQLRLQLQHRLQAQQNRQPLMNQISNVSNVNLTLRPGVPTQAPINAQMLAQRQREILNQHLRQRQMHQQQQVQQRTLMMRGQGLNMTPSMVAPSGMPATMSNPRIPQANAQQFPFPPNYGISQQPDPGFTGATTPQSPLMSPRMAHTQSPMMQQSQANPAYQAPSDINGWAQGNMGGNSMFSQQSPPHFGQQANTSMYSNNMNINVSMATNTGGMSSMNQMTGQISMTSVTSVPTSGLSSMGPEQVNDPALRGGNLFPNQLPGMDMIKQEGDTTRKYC
# NOD2-RIPK2 inh: NOD2-RIPK2 binding disruptors in cells, primary screen, fluorescence, CHO cells, BLA complementation | Receptor-interacting serine/threonine-protein kinase 2 (Homo sapiens), O43353 | CCF4 ratio | 360,000 tested, 0.38% active | inhibition, % at 4.98 µM | AID 624267, 2012; in the data active = inhibition above about 21%;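 note: 0% = vehicle only and 100% = reference blocker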
# Vif imaging: HIV Vif self-association inhibitors, primary screen, imaging, HEK293T, single point | HEK293T cells, Vif self-association by quenched fluorescence, 24 h | inhibition, % at 7.49 µM | 340,000 tested, 0.35% active; in the data active = inhibition above about 50%, passing the limit was not always enough; note: some results filed as inactive read as strong as hits
# TLR9-MyD88 block: inhibitors of TLR9-MyD88 association in cells, primary screen, cell-based, CHO, BLA complementation, fluorescence; Toll-like receptor 9 (Homo sapiens) + Myeloid differentiation primary response protein …; CCF4 FRET ratio; inhibition, % at 4.98 µM; 340,000 tested, 0.21% active; AID 504734, 2011;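 active = inhibition above the mean over all tested compounds plus 3 SD, cut at about 21% in these data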;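 note: 0% = DMSO only wells and 100% = clavulanate BLA inhibitor control wells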
# C8 TRAIL sens: viability loss with TRAIL in NB7+C8 cells, primary screen, TRAIL sensitizer project, cell-based, ATPlite luminescence | inhibition (viability loss, TRAIL sensitization), % at 10 µM | 360,000 tested, 1% active;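 active = compounds causing at least 50% loss of cell viability in the single-dose screen, relative to plate controls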
# TROY NFkB inh: inhibitors of TROY-driven NF-kB signaling, primary screen, Q293 LMP1-TROYcd cells, NF-kB luciferase, uHTS. Q293 LMP1-TROYcd NF-kB luciferase reporter, 4 h. inhibition, % at 10 µM. 360,000 tested, 0.98% active. AID 1347056, 2019;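 active = compounds whose plate-normalised and pattern-corrected inhibition of the luciferase reporter signal at the single screening dose is 50% or more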
# LMP1 NFkB inh: EBV LMP1-driven NF-kappaB luciferase reporter inhibitors, primary screen, cell-based, luminescence, single point. LMP1-induced NF-kappaB luciferase reporter cells. 350,000 tested, 0.69% active. AID 504558, 2011. inhibition, % at 12.5 µM; in the data active = inhibition above about 41%;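 note: 0% = neutral control wells and 100% = reference inhibitor control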
# * = called active by the depositor; · = no result given; & = joins results of further samples.
# Each structure is followed by: COUP-TFII inh	NCOA3 inh	NR5A2 inv ag	SRC1 inh	SRC2 inh	NOD2-RIPK2 inh	Vif imaging	TLR9-MyD88 block	C8 TRAIL sens	TROY NFkB inh	LMP1 NFkB inh
Cc1ccc(CS(=O)(=O)c2nc3c(c(N(C)C)n2)CCCC3)cc1
    12	15	3	-8	-22	3	-18	3	-3	-7	11
Cc1cccc(N2C(=O)N3[C@H]4c5ccccc5OC[C@@H]4[C@@H](c4ccccc4)[C@@]3(C)C2=O)c1
    -2	-2	7	7	8	-5	0	1	8	-5	12
Cc1cc(C(=O)Nc2c(F)cc(F)cc2Br)c(C)o1
    12	0	3	-11	-26	-12	7	-5	2	-9	-1
Cc1ccc(O)c(C(=O)c2cnn(C(=O)COc3ccc(Cl)cc3)c2)c1
    8	24	19	33	31	3	-22	0	-1	26	13
Cc1ccc([N+](=O)[O-])cc1S(=O)(=O)Nc1ccc(C(=O)NCC2CCCO2)cc1 (stereo not drawn)
    5	1	-20	1	2	-12	-7	-6	2	-3	-1
COc1ccc(C(=O)c2c(C)oc3cc([N+](=O)[O-])c(O)c([N+](=O)[O-])c23)cc1
    -6	-17	-5	9	-4	-5	-3	8	19	22	2
COc1ccc(C2(C)NC(=O)N(CC(=O)Nc3ccc(C)cc3Br)C2=O)cc1OC (stereo not drawn)
    12	9	49	7	5	-9	-1	-6	10	-3	6
COc1ccc(NC(=O)C2CCC(CNc3c(N4CCC(C)CC4)c(=O)c3=O)CC2)cc1OC (stereo not drawn)
    8&2	6&-16	18&21	-4&0	-4&-19	1&-15	0&3	-3&9	4&2	23&-6	-1&5
O=C(O)CC(NC(=O)Cc1ccccc1)c1ccccc1 (stereo not drawn)
    -14	-1	-7	-2	-43	0	-2	-18	-15	7	-3
COc1ccc(CCN=CC2=C(O)CCCC2=O)cc1OC
    -5	4	-6	17	-19	-10	-8	4	-7	16	-3
Cn1c(Cn2nnc3ccccc32)nnc1SCC(=O)c1ccc(F)cc1
    14	10	-10	-11	-9	6	-4	-3	-15	5	-4
O=C(NC1CCCCC1)C(c1ccc(F)cc1)N(C(=O)c1cccs1)c1ccc2c(c1)OCO2 (stereo not drawn)
    -2	-5	4	-1	5	-11	-9	7	3	8	7
Cc1cccc2sc(NC(=O)c3cc(S(=O)(=O)N(C)C)ccc3N3CCCC3)nc12
    7	2	9	10	-16	2	-18	7	-5	24	10
CCOC(=O)c1cc(-c2cccc(C(F)(F)F)c2)nc2nc(SC)[nH]c(=O)c12
    2	-4	12	1	-26	-9	·	-3	-3	0	-4
N#Cc1cccc(NCC(=O)Nc2ccc3c(c2)OCCO3)c1
    -22	-89	-152	-89	-41	-1	9	2	28	-12	-21
COc1cc(C(=O)NCc2ccc3c(c2)OCO3)c([N+](=O)[O-])cc1OC
    16	15	-7	23	-6	1	-13	-5	-25	23	5
CC(C)C(C)NC(=O)COc1ccc(OCc2ccccc2)cc1 (stereo not drawn)
    19	-9	-8	-9	-20	-1	0	-3	-32	-17	-50
CCOCCCN(C(=O)Cn1nnc(-c2ccc(C)o2)n1)C(C(=O)NC1CCCC1)c1ccco1 (stereo not drawn)
    -4	4	10	6	-28	-10	5	-3	7	9	-3
CC1(C)CC(=O)C/C(=N\NC(=S)NCc2ccccc2)C1
    8	15	8	-3	-39	-2	1	4	-1	6	14
CC(C)(C)c1ccc(NC(=O)C2=CC=CN3CCS(=O)(=O)N=C23)cc1
    -44	-54	-55	-30	-26	-2	-3	-16	49	-51	-11
NC(=O)c1ccc(NC(=O)COc2ccc(-n3cnnn3)cc2)cc1
    1	4	9	-8	1	2	5	-2	-3	-3	-7
N#Cc1ccc(OCC(=O)NNC(=S)NC2CCCCC2)cc1
    -8	-3	-13	-20	3	5	-2	13	12	-1	2
CCOC(=O)C1CCCN(C(=O)COC(=O)c2cc(=O)c3ccccc3o2)C1 (stereo not drawn)
    -6	6	20	-3	-2	-7	-2	-2	-5	-11	3
CCCn1c2ccccc2c2cnn(CC(=O)NCCCN3CCCCC3)c(=O)c21
    -2	-7	-3	-12	-21	-9	0	7	-15	-3	-5
O=C(COC(=O)c1ccc([N+](=O)[O-])cc1)NC1CCCC1
    10	3	18	8	13	-3	-5	-6	-15	0	12
Cc1cc(C)c(S(=O)(=O)c2ccccc2)c(OC(=O)c2c(F)cccc2Cl)n1
    13	23	2	-5	5	-4	18	8	15	21	4
COc1ccc(CCNC(=O)c2c[nH]c3ccc(F)cc3c2=O)cc1OC
    6	-2	14	4	-2	-1	-2	-6	-19	-6	18
O=C(NC(Cc1ccccc1)C(=O)OCC(=O)N1CCc2ccccc21)c1ccco1 (stereo not drawn)
    -15	-8	-10	-4	-22	-13	-4	-8	0	-27	-1
CCN(CC(=O)Nc1ccc(C(C)=O)cc1)CC(=O)Nc1ccc2c(c1)OCCO2
    -20	-20	-2	-21	-7	3	3	7	-10	1	0
COc1ccc2nc(NC(=O)CNS(=O)(=O)c3cccs3)sc2c1
    -14	-5	-3	-30	-8	0	-13	1	13	-13	-4
O=C(Nc1cccc(C(=O)O)c1)/C(=C\c1ccc2c(c1)OCO2)NC(=O)c1ccccc1Br
    -10	-10	15	6	1	-6	-3	4	-3	-12	0
CCN(CC)c1nc(-c2nn[nH]n2)nc(N(CC)CC)n1
    -13	12	14	-3	7	3	-6	12	-16	2	1
NS(=O)(=O)c1ccc(CCNC(=O)CN2CCN(c3cccc(Cl)c3)CC2)cc1
    34	-2	10	-2	10	2	-8	6	19	10	17
CCN(CC)c1ccc(/C=N/NC(=O)c2cccc(S(=O)(=O)N3CCOCC3)c2)cc1
    -10	-15	24	-3	2	10	6	-2	15	6	-17
CS(=O)(=O)c1ccc2nc(NC(=O)Cc3ccccc3)sc2c1
    -3	9	35	-23	-5	-16	-1	12	0	-24	4
COc1ccc(OC)c(N(CC(=O)Nc2ccccc2)S(=O)(=O)c2ccccc2)c1
    1	10	6	3	7	-9	-7	4	-3	22	4
Cc1ccc(-c2nn(-c3ccccc3)cc2C(=O)N2CCN(c3ccccn3)CC2)cc1
    -16	2	1	11	-2	2	0	-3	-16	15	-1
O=C1C2C(C(=O)N1/N=C/c1cc([N+](=O)[O-])ccc1O)C1C=CC2C12CC2 (stereo not drawn)
    4	11	8	-26	10	13	4	4	-6	-9	-3
CCc1nc2c(OCc3cccc(Cl)c3)cccn2c1N(C)C(=O)CC(C)C
    7	-23	1	-7	-5	10	10	·	19	-3	·
O=C(Cc1ccc(O)cc1)N/N=C/c1cccs1
    4	15	0	4	-8	7	·	-5	-12	-15	-13
O=C(Cc1ccc2c(c1)CCCC2)Nc1ccc2ccccc2c1
    -19	-25	-13	-34	-19	-5	-1	-11	-13	40	-4
Cc1ccc(-c2nnc(SCC(=O)NC(=O)Nc3ccc(C)cc3C)n2N)cc1
    1	11	20	1	5	-6	-1	6	-12	0	3
CCCNC(=O)C1CCN(c2nc(C)cc(C)n2)CC1
    -5	21	7	-19	5	0	-6	4	3	3	4
Cc1c(C(O)CN2CCN(Cc3ccc4c(c3)OCO4)CC2)c2ccccc2n1C (stereo not drawn)
    20	10	2	-15	7	8	0	0	-17	-4	5
COc1ccc(S(=O)(=O)N2CCOCC2)cc1NC(=O)CCCOc1ccc(Cl)cc1C
    -10	10	-22	2	8	3	-16	6	-11	15	7
COc1ccc(Cl)cc1NC(=O)CCNC(=O)OCc1ccccc1
    -8	11	-6	12	9	-16	-7	8	-9	-3	3
COc1cc(C(=O)Nc2cc3c(cc2N2CCCCC2)n(C)c(=O)n3C)cc(OC)c1OC
    -40	17	10	0	4	-10	-16	10	14	-15	-39
CC(C)(C)OC(=O)N[C@@H](COCc1ccccc1)C(=O)N[C@@H](CO)[C@H](O)[C@@H]1C[C@@H]1C(=O)NC1CC1
    4	15	-2	4	-1	-18	-5	2	-11	0	8
O=C(O)CCCCCCCCc1cn(CN2C(=O)c3ccccc3C2=O)nn1
    -12	3	10	-8	-8	-6	5	2	-5	-4	13
O=C(Nc1cccn(Cc2c(Cl)cccc2Cl)c1=O)c1ccccc1Cl
    16	-19	-19	-9	-4	-7	-17	-3	27	-11	19
O=C1CN2NC(=S)N(c3ccccc3)C2=CN1c1ccc(Cl)cc1
    7	3	6	-1	-20	-9	-19	3	-1	1	-4
Nc1scc2c(C(=O)O)nn(-c3ccccc3)c(=O)c12
    -4	-16	15	-3	6	-5	·	10	-12	-2	-9
COc1cccc(-c2cc(NC(C)=O)c3ncc(-c4ccc(OC)c(OC)c4)n3c2)c1
    -12	-23	21	-10	-19	-7	30	·	-5	-10	·
COc1cc(C(=O)O)ccc1O
    -10	10	21	-3	-13	-4	1	-8	-12	-3	1
C=CCOc1ccc(CN(C)CC(=O)Nc2ccc3c(c2)CCC3)cc1
    -8	-7	11	-7	5	3	-4	0	11	10	-9
CCC(=O)Nc1ccccc1-c1nnn(CC(=O)N2c3ccccc3CC2C)n1 (stereo not drawn)
    15	-2	1	-1	25	-5	19	7	15	5	3
CCN(CC)C(CNC(=O)CSc1nnnn1-c1cccc(F)c1)c1ccco1 (stereo not drawn)
    -13	-2	15	-8	9	-4	-7	-48	-1	-6	0
COc1ccc(NC(=O)c2cccnc2)c([N+](=O)[O-])c1
    -17	17	0	10	13	-7	-1	-5	-53	3	-19
CCOC(=O)c1c(C)[nH]c(C)c1C(=O)COC(=O)/C=C/c1cccc(F)c1
    -4	14	1	-1	-22	-3	-9	-3	-5	11	-11
COc1ccccc1-c1c(C)nn2c(N3CCC(C(N)=O)CC3)cc(C)nc12
    6	-4	23	-2	6	-8	-8	-8	-4	6	-7

# Following part:
# Each structure is followed by: COUP-TFII inh	NCOA3 inh	NR5A2 inv ag	SRC1 inh	SRC2 inh	NOD2-RIPK2 inh	Vif imaging	TLR9-MyD88 block	C8 TRAIL sens	TROY NFkB inh	LMP1 NFkB inh
COc1c2ccoc2c(OC[C@@H](OC(C)=O)C(C)(C)O)c2oc(=O)ccc12
    -4	-11	-20	-15	-1	-1	3	-11	-3	-9	-5
O=C(CSc1ccc2ccccc2c1)Nc1ncccn1
    -19	-4	6	-3	1	-3	-8	-1	-2	-12	3
COc1ccc(CNC(=O)COC(=O)CCCOc2ccc(Cl)cc2Cl)cc1
    10	18	6	8	38	3	·	7	-1	5	-7
O=C(/C=C/c1ccccc1)OCCCN=C1NS(=O)(=O)c2ccccc21
    11	1	-2	0	-34	13	16	-3	-8	-3	6

# Not all compounds are listed; rates above refer to the full screens.
